Source: PubChem (National Center for Advancing Translational Sciences (NCATS))
TDP1 block = inhibitors of human tyrosyl-DNA phosphodiesterase TDP1 | Q9NUW8 | recombinant TDP1, AlphaScreen DNA substrate cleavage | Potency, µM (doses to about 130 µM), inactives show at the highest dose activity change, negative = inhibition, usual class: inhibitors | 0.28% of 350,000 active; also: nearly all actives have a fitted effect of over 40% in size
Target sequence (Q9NUW8 whole entry, looked up): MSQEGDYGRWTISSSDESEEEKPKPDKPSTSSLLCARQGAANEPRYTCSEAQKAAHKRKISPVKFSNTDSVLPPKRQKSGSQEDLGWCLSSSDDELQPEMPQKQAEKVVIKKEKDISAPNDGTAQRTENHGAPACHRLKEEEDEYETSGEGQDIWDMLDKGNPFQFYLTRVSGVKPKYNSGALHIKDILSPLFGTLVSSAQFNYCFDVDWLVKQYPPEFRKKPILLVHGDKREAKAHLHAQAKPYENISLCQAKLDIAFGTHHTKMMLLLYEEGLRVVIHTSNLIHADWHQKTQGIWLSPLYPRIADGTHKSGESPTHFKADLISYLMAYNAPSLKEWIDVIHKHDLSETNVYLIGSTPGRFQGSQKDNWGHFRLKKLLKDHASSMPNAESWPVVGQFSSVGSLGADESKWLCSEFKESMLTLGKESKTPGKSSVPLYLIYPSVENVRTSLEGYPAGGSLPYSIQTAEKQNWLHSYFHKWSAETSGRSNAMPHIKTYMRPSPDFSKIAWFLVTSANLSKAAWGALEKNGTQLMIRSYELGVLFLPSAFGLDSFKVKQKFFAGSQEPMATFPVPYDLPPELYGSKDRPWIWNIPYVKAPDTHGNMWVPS
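Enzyme-compound mixtures sat 15 min at room temperature, followed by a 5 min reaction with 15 nM final substrate and 10 min with AlphaScreen beads. Recombinant human Tdp1 was used at 1 nM final.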
TDP1 cell noCPT = qHTS for Inhibitors of human tyrosyl-DNA phosphodiesterase 1 (TDP1): qHTS in cells in absence of CPT; DT40 Tdp1-/- hTDP1 cells, no CPT, ATP luminescence, 48 h; 15% of 420,000 active; Potency, µM (top dose mostly 46.2 µM), for inactives: at the highest dose activity change, negative = growth inhibition, usual class: inhibitors; also: nearly all actives have a fitted effect of over 55% in size
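Readout: luminescence from CellTiter-Glo after 30 min in the dark at RT. Cells: DT40 Tdp1-/- with stable hTDP1, 400/well. Exposure: compounds alone, ≥48 hr, 37 °C.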
N370S GC = inhibitors or activators of N370S glucocerebrosidase for Gaucher disease; Potency, µM (highest dose often 59.4 µM), for the others: top-dose activity change, negative = inhibition, actives largely listed as inhibitors; N370S GC spleen homogenate, 4MU-glucoside fluorescence; 0.092% of 330,000 active; AID 2101; P04062;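 also: 0% = full enzyme activity and -100% = no enzyme basal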
* marks the source's active call; other numbers are inactive results; ? = inconclusive; / = not tested or not shown; & = joins results of further samples; [ ] = remark or other dose. Calls follow the shape of the dose curve; as a rule, active = well fitted curve in the direction sought with a large enough effect; inconclusive = small, poorly fitted or top-dose-only effect, or another doubt; inactive = no such curve, though single readings can be large; an effect the other way counts as inactive or inconclusive. Unless noted, % is scaled to controls: 0 for no effect and ±100 for the full control effect; potency is read from the fitted curve at half-maximal effect. The list is partial. The share of hits here may be higher or lower than overall.

nr	Molecule	TDP1 block	TDP1 cell noCPT	N370S GC
1	N#C/C(=C(/O)Cc1ccccc1)P(=O)(c1ccccc1)c1ccccc1	/	-9.5%	6.5%
2	CN(C)c1cc[n+](CC(=O)Nc2ccc([N+](=O)[O-])cc2Cl)cc1	4.0%	?	-6.7%
3	O=C(N/N=C/c1ccncc1)c1cccc(N/N=C/c2ccncc2)c1	3.0%	?	-14.4%
4	C=CCn1c(CCNC(=O)c2ccccc2F)nnc1SCC(=O)Nc1nc2ccccc2s1	3.6%	-15.2%	7.2%
5	c1csc(CNc2nc(-c3ccc4c(c3)OCO4)nc3ccccc23)c1	/	?	?
6	CCOc1ccc2[nH]c(=O)c(CN(Cc3ccccc3)C(=O)N3CCCC3)cc2c1	-1.0%	?	3.4%
7	Cc1ccc(SC2=C(C(=O)O)CCCC2)cc1	2.6%	-22.4%	-6.9%
8	CC(C)=CCN1CCN(Cc2c(C)nn(C)c2Cl)CC1CCO (stereo not drawn)	-1.2%	-6.6%	-6.7%
9	Cc1ccc(-n2c(C)nnc2SCC(=O)NNC(=O)c2ccco2)cc1	5.3%	-23.3%	14.5%
10	C=CCC1(O)C(=O)N2C(=C1C(=O)N1CCOCC1)c1ccccc1CC2(C)C (stereo not drawn)	5.8%	16.0%	8.8%
11	COc1ccc(NC(=O)CSc2ccc(-c3sc(C)nc3C)nn2)cc1	2.9%	?	1.8%
12	Cc1cccc(-n2ncc3c(NC(C)C)ncnc32)c1	-3.1%	?	6.7%
13	Cc1ccc(S(=O)(=O)C(CNC(=O)c2ccc(F)c(F)c2)c2ccco2)cc1 (stereo not drawn)	2.6%	?	/
14	Cc1ccc2c(Cl)cc(Cl)c(OCC(=O)N3CCOCC3)c2n1	-11.0%	6.8%	/
15	O=C(Cn1c(SCc2ccccc2F)nc2cccnc21)Nc1ccc(F)c(Cl)c1	0.0%	?	/
16	CCN(CC)S(=O)(=O)c1cccc(C(=O)NCC(=O)OCC(=O)NCc2ccccc2)c1	-2.1%	-25.2%	-5.3%
17	CCCNC(=S)NC1CC2CCCC(C1)N2CC(C)C (stereo not drawn)	-5.3%	-5.2%	1.5%
18	COCCC1CCCCN1C(=O)c1ccc(OC2CCN(C(C)=O)CC2)c(OC)c1 (stereo not drawn)	-0.2%	20.7%	?
19	Cc1ccc(SCCc2ccc(C)nc2)cc1	-5.5%	-20.7%	-12.6%
20	CCOc1ccc(NC(=O)CCNc2c(N3CCCC3)c(=O)c2=O)cc1	-2.3%	-25.5%	26.9%
21	O=C(Nn1c(-c2ccncc2)nc2ccccc2c1=O)c1ccc([N+](=O)[O-])cc1Cl	0.6%	3.6%	-10.1%
22	Cc1ccc(NC(=O)c2ccc(CSc3ncnc4nc[nH]c34)cc2)c(C)c1	7.9%	?	0.4%
23	COCCn1c(SCC(=O)NCCc2ccccc2)nnc1-c1ccco1	2.0%	0.3%	-0.2%
24	CCc1nnc(NC(=O)c2ccc(-c3ccc([N+](=O)[O-])cc3Cl)o2)s1	0.0%	-3.4%	-1.7%
25	Fc1ccc(-c2nc3c(-c4ccccc4)cnn3cc2CCN2CCOCC2)cc1	2.7%	-15.7%	-4.7%
26	N=c1c2c(-c3ccccc3)c(-c3ccccc3)n(Cc3ccco3)c2ncn1Cc1ccco1	13.2%	6.51µM*	?
27	O=C(CN1CCOCC1)NC1C2CC3CC(C2)CC1C3 (stereo not drawn)	3.9%	-11.1%	-24.5%
28	COc1cccc(Cn2c(=O)c(-c3cc(F)cc(F)c3)nc3cnc(N4CCNCC4)nc32)c1	/	?	?
29	CCn1nnnc1SCC(=O)NNC(=O)C1CCCCC1	2.8%	1.2%	-4.4%
30	Nc1nnc(CC(=O)NCc2ccccc2)s1	1.9%	-1.7%	2.9%
31	COc1ccc(C(=O)Nc2ccc(C(=O)O)cc2NC(=O)c2ccc(OC)cc2)cc1	/	-5.3%	-0.9%
32	O=C(Nc1cccs1)Nc1ccccc1Br	2.7%	?	9.5%
33	COc1ccccc1NC(=O)C(=O)N1N=C(C(C)C)CC1(O)C(F)(F)F (stereo not drawn)	9.9%	5.0%	1.9%
34	CN(CC(=O)Nc1cccc(F)c1)C(=O)CC1CCCCC1	-8.2%	-17.0%	-5.3%
35	CCOC(=O)N1CCN(CC(O)COc2ccc3c(c2)CCC3)CC1 (stereo not drawn)	0.5%	3.5%	-4.3%
36	C(=N\Nc1nc(N2CCCC2)nc(N2CCCC2)n1)/c1ccncc1	4.6%	-19.0%	24.7%
37	O=C(Nc1ccc(Cl)c(C(F)(F)F)c1)c1nc2ccccc2nc1N1CCCCC1	7.4%	?	/
38	CCc1cccc(NC(=O)CCCSc2nc3ccccc3[nH]2)c1	2.7%	-2.9%	16.1%
39	O=C1c2oc3ccccc3c(=O)c2C(c2cccc(Br)c2)N1Cc1ccco1 (stereo not drawn)	1.9%	?	23.1%
40	COc1ccc(C(=O)Oc2ccc3ccc(=O)oc3c2)cc1	/	-11.9%	?
41	Cc1ccc(N(CC(O)Cn2c3ccccc3c3ccccc32)S(C)(=O)=O)cc1 (stereo not drawn)	3.9%	?	/
42	CN(C(=O)c1ccncc1)C1CCS(=O)(=O)C1 (stereo not drawn)	1.0%	0.7%	20.0%[2.35 µM]
43	O=C(OCCN1CCOCC1)c1cccnc1	-5.9%&-3.5%	1.3%&-2.4%	1.9%&-20.0%
44	O=C(O)c1cccc(N2C(=O)c3cccc(Oc4ccc(Cl)cc4)c3C2=O)c1	2.7%	-18.6%	3.5%
45	CCN1CCCC1CN(Cc1cc2ccc(C)c(C)c2[nH]c1=O)C(=O)Nc1ccccc1OC (stereo not drawn)	5.1%	?	?
46	CCSc1nnc(Cc2cc(=O)[nH]c(=O)[nH]2)n1-c1ccc(F)cc1	-2.6%	0.6%	-0.5%
47	CCOc1ccc(N2C(=O)C3C4C=CC(CC4)C3C2=O)c([N+](=O)[O-])c1 (stereo not drawn)	5.7%	-14.5%	5.3%
48	CCOCCc1nn2c(=O)cc(COC(=O)C(CC)c3ccccc3)nc2s1 (stereo not drawn)	-0.6%	?	/
49	COc1ccc(NC2CCCN(C(=O)CCOc3ccccc3)C2)cc1 (stereo not drawn)	8.0%	-17.3%	-18.6%
50	Nc1cc(N)nc(SCC(=O)Nc2ccc3c(c2)OCCCO3)n1	-4.2%	-24.0%	3.5%
51	O=c1oc(-c2ccccc2)nc2ccsc12	2.9%	?	4.6%
52	O=C(Nc1ccccc1)OCCCCCOC(=O)Nc1ccccc1	/	-2.2%	-1.7%
53	Cc1ccccc1NC(=O)Cc1nnc(SCC(=O)NC2CCCC2)n1C	/	9.3%	-1.6%
54	CCN(CC)CCN(C(=O)c1ccc(S(=O)(=O)N2CCCCC2)cc1)c1nc2cc3c(cc2s1)OCO3	0.0%	?	-5.0%
55	CCC(Cn1nnc2ccccc2c1=O)NC(=O)Nc1cc(OC)cc(OC)c1 (stereo not drawn)	0.0%	-2.7%	/
56	O=C(O)C1CC(=O)N(Cc2ccccc2)C1 (stereo not drawn)	6.2%	-1.2%	5.8%

Following part
nr	Molecule	TDP1 block	TDP1 cell noCPT	N370S GC
57	Cc1nc2ccn(Cc3ccccc3)c(=O)c2cc1C(=O)NCc1ccccc1F	4.5%	?	/
58	CC(=O)ON(C(C)=O)S(=O)(=O)c1ccc(Cl)cc1	-14.9%[56.1 µM]	2.3%	1.3%
59	COc1ccccc1CNC(=O)CCC(=O)N1CC(C)Sc2ccccc21 (stereo not drawn)	0.0%	?	2.4%
60	COc1cc2ccccc2cc1C(=O)N1CCCC1	5.1%	0.3%	-5.5%
61	OCc1cn(-c2ccc(Cl)cc2)nn1	0.0%	-7.6%	-3.2%
62	O=C(Nc1nncs1)C1COc2ccccc2O1 (stereo not drawn)	2.2%	-3.1%	2.6%
63	COC(=O)c1ccc(NC(=O)CSc2nncn2-c2ccccn2)cc1	/	1.6%	-18.2%
64	Cc1nc2ccccc2c(=O)n1NC(=O)/C=C/c1ccccc1Cl	4.7%	?	0.1%

By substructure: the entries above containing a furan ring, fused or not
nr	Molecule	TDP1 block	TDP1 cell noCPT	N370S GC
9	Cc1ccc(-n2c(C)nnc2SCC(=O)NNC(=O)c2ccco2)cc1	5.3%	-23.3%	14.5%
13	Cc1ccc(S(=O)(=O)C(CNC(=O)c2ccc(F)c(F)c2)c2ccco2)cc1 (stereo not drawn)	2.6%	?	/
23	COCCn1c(SCC(=O)NCCc2ccccc2)nnc1-c1ccco1	2.0%	0.3%	-0.2%
24	CCc1nnc(NC(=O)c2ccc(-c3ccc([N+](=O)[O-])cc3Cl)o2)s1	0.0%	-3.4%	-1.7%
26	N=c1c2c(-c3ccccc3)c(-c3ccccc3)n(Cc3ccco3)c2ncn1Cc1ccco1	13.2%	6.51µM*	?
39	O=C1c2oc3ccccc3c(=O)c2C(c2cccc(Br)c2)N1Cc1ccco1 (stereo not drawn)	1.9%	?	23.1%

The list continues:
nr	Molecule	TDP1 block	TDP1 cell noCPT	N370S GC
65	O=C(Cc1csc(-c2ccccc2)n1)Nc1ccc(C(F)(F)F)cc1	0.0%	?	13.9%
66	COc1ccc(NC(=S)N2CCCC(c3nc4ccc(C)cc4[nH]3)C2)cc1 (stereo not drawn)	6.0%	-1.5%	-19.2%
67	COc1cc(/C=C2/SC(=S)N(CC(=O)Nc3cccnc3)C2=O)cc(OC)c1OC	5.7%	-11.3%	-20.1%
68	CCOc1cc(C(=S)N2CCOCC2)ccc1OC(=O)c1ccccc1	/	-15.2%	7.8%
69	Cc1c(CC(=O)N2CCN(C(=O)C3COc4ccccc4O3)CC2)c(=O)oc2cc(O)c(Cl)cc12 (stereo not drawn)	0.4%	-8.7%	?
70	FC(F)(F)c1cccc(Oc2cc(C(F)(F)F)nc(-c3ccccn3)n2)c1	4.0%	5.0%	7.2%
71	Cc1nc2sc(-c3ccccc3)cc2c(=O)n1N	5.1%	?	1.3%
72	S=C(Nc1ccc2c(c1)OCO2)N1CCCC1	4.7%	6.0%	2.8%
73	Cc1ccc(C(=O)COC(=O)c2cnccn2)cc1[N+](=O)[O-]	2.9%	-16.6%	12.4%
74	CCCC(=O)n1nc(-c2ccccc2)nc1N	8.0%[56.1 µM]	-4.3%	-5.6%
75	COC(=O)c1ccc(C(=O)OC)c(-n2c(=O)c3ccccc3c3ccccc3c2=O)c1	-0.6%	?	4.3%
76	CC(C)(C)c1cc[n+](-c2[nH]c(=O)sc2/C=N/N=C(\[O-])c2ccccc2)cc1	0.3%	1.0%	-13.5%
77	CCOc1ccccc1NC(=O)C1CCN(c2ccc(S(=O)(=O)N3CCCC3)cc2)CC1	5.2%	?	7.9%
78	Cc1ccc(C2CC(c3cccc(NS(C)(=O)=O)c3)=NN2S(C)(=O)=O)cc1 (stereo not drawn)	2.3%	?	0.7%
79	CCOC(=O)Cc1csc(NC(=O)CSc2nc(=O)[nH]c3c2CCCC3)n1	0.6%	?	0.6%
80	CC(C)(C)C(=O)C(Cl)C(=O)Nc1ccccc1 (stereo not drawn)	/	4.11µM*	4.9%

Shown screen by screen: entries from further up
64. Cc1nc2ccccc2c(=O)n1NC(=O)/C=C/c1ccccc1Cl
65. O=C(Cc1csc(-c2ccccc2)n1)Nc1ccc(C(F)(F)F)cc1
Compound,64,65
TDP1 block,4.7%,0.0%
TDP1 cell noCPT,?,?
N370S GC,0.1%,13.9%

(listing goes on)
nr	Molecule	TDP1 block	TDP1 cell noCPT	N370S GC
81	COC(=O)c1c(-c2ccc(S(C)(=O)=O)cc2)sc2cc(OC)ccc12	-2.4%	20.6µM*	/
82	CSCCC(NC(=O)c1ccc([N+](=O)[O-])cc1Cl)C(=O)OCC(=O)N(C)C (stereo not drawn)	0.0%	-5.1%	23.7%
83	CN(CC(=O)Nc1ccc(F)cc1)CC(=O)N(C)C1(C#N)CCCCC1	-0.3%	8.7%	/
84	COc1cc(CN2CCN(S(=O)(=O)c3ccccc3)CC2)cc(OC)c1O	4.2%	-7.3%	/
85	O=C(CN1CCN(Cc2ccccc2)CC1)NCCNc1ccc([N+](=O)[O-])cn1	0.0%	-14.1%	-15.9%
86	CCOc1ccc2oc(C(=O)NCC(C)(C)CN(C)C)c(C)c2c1	-2.7%	?	-11.4%
87	NC(N)=NCCCC(NC(=O)c1ccccc1)C(=O)Nc1ccc2ccccc2c1 (stereo not drawn)	/	?	?
88	COc1ccc(Cn2c(-c3ccc(C)cc3)nc3c(c(=O)c4ccccc4n3C)c2=O)cc1	/	?	-0.6%
89	O=C(CN1C(=O)c2ccccc2S1(=O)=O)NCc1ccco1	5.1%	3.0%	-3.4%
90	COc1ccc2c(c1)cc(C(=O)N[C@@H](Cc1ccccc1)C(=O)N[C@@H](C)C(=O)O)n2C	/	-4.0%	-6.9%
91	COc1cc(CN2CC(=O)N(c3ccc(C)cc3)C2=S)cc(OC)c1OC	-5.3%	25.9µM*	9.1%
92	COc1ccc(OCC(=O)NCCc2c[nH]c3ccccc23)cc1	-2.8%	?	11.1%
93	CCCCC(=O)Nc1cccc(-c2csc(-c3ccccc3)n2)c1	-5.6%	?	0.9%
